Assay outcomes (PubChem)
SRC3 inh: human NCOA3 inhibition. HEK293 GAL4-SRC3 luciferase reporter, luminescence. 360,000 tested, 0.17% active. inhibition, % at 3.6 µM. AID 588352. Q9Y6Q9;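 active = inhibition above a per-campaign cutoff, the mean of all compounds plus 3 SD, cut at about 60% in these data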;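 also: 0% = DMSO-treated cells and 100% = gossypol-treated cells at 36 µM; higher means less SRC3-driven luciferase light from the GAL4 reporter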
Target sequence (Q9Y6Q9 whole entry, looked up, the tested form may be a part): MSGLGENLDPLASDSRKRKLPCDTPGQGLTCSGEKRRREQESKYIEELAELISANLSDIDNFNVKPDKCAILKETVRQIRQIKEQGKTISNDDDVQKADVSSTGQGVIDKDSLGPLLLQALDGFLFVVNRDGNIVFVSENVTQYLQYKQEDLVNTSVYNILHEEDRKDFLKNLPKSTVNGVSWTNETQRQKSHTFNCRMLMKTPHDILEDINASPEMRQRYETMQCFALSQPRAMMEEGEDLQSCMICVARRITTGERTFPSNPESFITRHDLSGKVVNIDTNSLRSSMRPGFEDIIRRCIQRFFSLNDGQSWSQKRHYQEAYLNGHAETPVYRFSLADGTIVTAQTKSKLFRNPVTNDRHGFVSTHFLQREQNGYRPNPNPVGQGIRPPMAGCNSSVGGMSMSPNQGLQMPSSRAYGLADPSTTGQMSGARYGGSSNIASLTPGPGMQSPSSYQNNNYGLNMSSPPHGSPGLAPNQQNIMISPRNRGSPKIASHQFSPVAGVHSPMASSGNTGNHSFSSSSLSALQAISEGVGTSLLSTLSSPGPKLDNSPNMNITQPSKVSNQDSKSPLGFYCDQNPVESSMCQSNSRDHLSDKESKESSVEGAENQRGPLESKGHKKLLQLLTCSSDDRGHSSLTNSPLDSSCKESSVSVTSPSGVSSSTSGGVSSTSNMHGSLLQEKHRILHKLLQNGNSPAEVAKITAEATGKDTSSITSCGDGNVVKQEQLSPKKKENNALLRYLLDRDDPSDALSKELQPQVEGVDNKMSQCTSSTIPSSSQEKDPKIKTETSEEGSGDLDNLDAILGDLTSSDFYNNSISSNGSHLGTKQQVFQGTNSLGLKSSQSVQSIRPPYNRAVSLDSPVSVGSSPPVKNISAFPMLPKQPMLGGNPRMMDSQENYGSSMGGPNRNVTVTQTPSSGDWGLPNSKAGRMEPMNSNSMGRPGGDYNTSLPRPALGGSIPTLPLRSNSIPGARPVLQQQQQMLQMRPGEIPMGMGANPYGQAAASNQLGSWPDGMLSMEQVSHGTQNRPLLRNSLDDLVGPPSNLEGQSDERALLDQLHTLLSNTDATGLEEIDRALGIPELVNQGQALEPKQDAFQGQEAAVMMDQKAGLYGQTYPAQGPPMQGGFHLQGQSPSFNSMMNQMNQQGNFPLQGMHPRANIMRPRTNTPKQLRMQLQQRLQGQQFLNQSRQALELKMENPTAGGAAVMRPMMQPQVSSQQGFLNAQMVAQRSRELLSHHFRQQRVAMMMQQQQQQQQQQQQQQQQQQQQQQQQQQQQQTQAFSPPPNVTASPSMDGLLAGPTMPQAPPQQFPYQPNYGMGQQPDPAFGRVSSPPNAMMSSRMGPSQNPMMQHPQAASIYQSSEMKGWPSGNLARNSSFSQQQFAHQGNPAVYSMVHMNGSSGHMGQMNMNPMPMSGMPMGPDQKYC
TROY signal inh: blocks TROY-dependent signaling in reporter cells. Q293 LMP1-TROYcd NF-kB luciferase reporter, 4 h. inhibition, % at 10 µM. 360,000 tested, 0.98% active;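 active = compounds whose plate-normalised and pattern-corrected inhibition of the luciferase reporter signal at the single screening dose is 50% or more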
KKLEB cytotox: reduces viability of KKLEB cystic fibrosis airway cells; KKLEB CF airway cells viability, ATPlite luminescence, overnight; active compounds read low; cells stimulated with P. aeruginosa culture filtrate; activity change (cytotoxicity), % at 5 µM; 360,000 tested, 0.36% active; AID 602141;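 active = corrected activity change at or below -50% at 5 µM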
TWEAK Fn14 block: blocks TWEAK-Fn14 interaction in a reporter cell assay | TWEAK-stimulated Fn14 reporter cells, luciferase luminescence, 8 h | inhibition, % at 10 µM | 360,000 tested, 2% active | AID 1159606; in the data active = inhibition above about 50%
LRH-1 inv ag: inverse agonists of human LRH-1 (NR5A2) | O00482 | HEK293T StAR-luciferase reporter, LRH-1 transfected, 24 h | inhibition, % at 3.6 µM | 360,000 tested, 0.13% active | AID 602396;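 active = inhibition above the mean inhibition of all tested compounds plus 3 SD, cut at about 73% in these data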;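 also: 0% = DMSO wells and 100% = reporter-only cells lacking LRH-1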
NR2F2 inh: NR2F2 (human) inhibition, primary screen; 370,000 tested, 0.7% active; HEK293T NGFI-A luciferase reporter, luminescence; P24468; inhibition, % at 8.6 µM; AID 686940;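 active = inhibition above a per-plate cutoff, mean inhibition of test wells between control levels plus 3 SD, cut at about 38% in these data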;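 also: cells cotransfected with COUP-TFII expression vector driving the NGFI-A reporter; 0% = median of COUP-TF2 test wells and 100% = reporter-only cells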
LMP1 NFkB inh: Epstein-Barr LMP1 NF-kappaB reporter inhibition. LMP1-induced NF-kappaB luciferase reporter cells, luminescence. inhibition, % at 12.5 µM. 350,000 tested, 0.69% active; in the data active = inhibition above about 41%;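 also: 0% = neutral control wells and 100% = reference inhibitor control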
TRAIL sens C8: sensitizes caspase-8 expressing cells to TRAIL | inhibition (viability loss, TRAIL sensitization), % at 10 µM | NB7+C8 cells + TRAIL, ATPlite viability luminescence | 360,000 tested, 1% active;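 active = compounds causing at least 50% loss of cell viability in the single-dose screen, relative to plate controls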
SRC2 inh: inhibits human steroid receptor coactivator 2. 370,000 tested, 0.17% active. inhibition, % at 9 µM. HEK293 GAL4-SRC2 luciferase reporter, luminescence;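 active = inhibition above the mean inhibition of all tested compounds plus 3 SD, set per campaign, cut at about 52% in these data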;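 also: 0% = DMSO treated cells and 100% = cells given Gossypol at 36 µM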
SRC1 inh: inhibits human SRC1 coactivator; 360,000 tested, 0.12% active; Q15788; HEK293 GAL4-SRC1 luciferase reporter, luminescence; inhibition, % at 3.6 µM;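 active = inhibition above the campaign mean plus 3 SD, with each screening campaign given its own cutoff, cut at about 60% in these data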;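 also: 0% = DMSO treated cells and 100% = gossypol at 36 µM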
CF NFkB inh: blocks PAF-induced NF-kB reporter in cystic fibrosis cells; KKLEB NF-kB-GFP reporter, GFP fluorescence overnight; inhibition, % at 5 µM; 360,000 tested, 0.86% active;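 active = at least 50% inhibition at 5 µM, scaled per plate between neutral and stimulator controls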;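 also: PAF is a Pseudomonas aeruginosa culture filtrate used as stimulus; plate controls were PAF-stimulated DMSO wells for no effect and unstimulated DMSO wells for full effect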
* = called active by the depositor; · = not tested or not shown; & = joins results of further samples.

SMILES | SRC3 inh | TROY signal inh | KKLEB cytotox | TWEAK Fn14 block | LRH-1 inv ag | NR2F2 inh | LMP1 NFkB inh | TRAIL sens C8 | SRC2 inh | SRC1 inh | CF NFkB inh
Cc1ccccc1N1C(=O)c2ccccc2C1O (stereo not drawn) | -3 | -11 | -8 | 16 | 8 | -9 | -5 | -4 | 4 | 7 | 15
CC(=O)c1cc(CN2CCC(n3nccc3NC(=O)c3ccccc3)CC2)cs1 | 6 | 5 | 12 | -7 | 6 | 12 | -2 | 2 | -7 | 0 | -13
COc1ccc(NC(=O)Nc2ccc(Cc3ccncc3)cc2)cc1OC | -10 | 19 | 1 | 4 | 3 | 1 | -3 | -5 | 22 | -1 | 16
CCOC(=O)c1sc(NC(=O)CSc2nc3c(c(-c4ccc(OC)cc4)c2C#N)CCCC3)c(C#N)c1C | -23 | 9 | -16 | -20 | -6 | -4 | 3 | 0 | -1 | 10 | 21
COc1ccc(OCC(=O)N/N=C2\CCCCc3ccccc32)cc1 | 8 | -12 | 5 | 5 | 9 | -21 | -10 | -3 | 6 | 4 | 4
CCc1ccc(C(C(=O)NC2CCCC2)N(CCOC)C(=O)CCC(=O)Nc2cc(C)on2)cc1 (stereo not drawn) | -13 | 3 | -1 | 19 | 1 | 6 | 3 | -10 | -34 | -46 | 9
O=S(=O)(c1ccc2nc(COc3ccccc3)[nH]c2c1)N1CCOCC1 | 19 | -11 | -16 | 18 | 9 | -1 | 4 | 7 | -23 | 4 | 1
CC(=O)N1CCOc2ccc(S(=O)(=O)NC[C@H]3O[C@@H](n4cnc5c(N)ncnc54)[C@H](O)[C@@H]3O)cc21 | -2 | -4 | 22 | 12 | -3 | 0 | 0 | -10 | -11 | -17 | -6
CC(C)Oc1ccc2c(c1)OC(c1ccccc1)(C(F)(F)F)NC2=O (stereo not drawn) | 9 | -19 | 14 | 13 | 1 | -8 | 4 | -6 | 9 | 2 | 1
O=C(COc1cccnc1[N+](=O)[O-])Nc1cc(Cl)ccc1Cl | -34 | -55 | -6 | -19 | -11 | -8 | -20 | -4 | -28 | -35 | -5
C[C@H](CO)N1C[C@H](C)[C@@H](CN(C)Cc2cccc(O)c2)OCc2cnnn2CCCC1=O | 1 | -10 | -3 | -5 | -38 | -1 | 0 | -8 | 14 | 7 | 6
C/C(=N\NC(=O)c1nnn(-c2nonc2N)c1CN1CCOCC1)c1ccc(CC(C)C)cc1 | 8 | -14 | 10 | 8 | 3 | -9 | 1 | -5 | 2 | -27 | 7
CCOC(=O)Cc1nn(Cc2ccccc2)c(=O)c2ccccc12 | 7 | -7 | 1 | 9 | -1 | -13 | -7 | -7 | -7 | 15 | 13
Cc1cc(F)ccc1C(O)c1ncc(-c2cccc3ccccc23)[nH]1 (stereo not drawn) | -5 | 4 | 3 | -2 | 6 | 0 | · | -32 | -2 | 6 | 5
CC(C)NC(=O)c1cccc2c(-c3ccc(F)c(F)c3)coc12 | -17 | -30 | -11 | -15 | -3 | -21 | · | 7 | -5 | -9 | 6
Cc1nc2nc(CSc3nnc(C)s3)cc(=O)n2[nH]1 | -15&19 | 5&10 | -3&6 | 4&-14 | -8&-5 | 0&-5 | -1&-5 | 0&1 | -7&-22 | 8&-6 | 4&2
COc1ccc(C(=O)NC(=S)NNC(=O)c2ccccc2C)cc1 | 11 | -54 | 8 | -27 | -17 | -15 | 9 | 19 | -60 | 7 | -14
Cc1c(C(=O)N(Cc2ccccc2)C2CCS(=O)(=O)C2)oc2ccccc12 (stereo not drawn) | -2 | 4 | -8 | 7 | 1 | -8 | -2 | -3 | 0 | -2 | 4
COc1ccc(-n2c(SCC(=O)N3CCN(c4ccccc4)CC3)nc3c(c2=O)SCC3)cc1 | 5 | -14 | -15 | -13 | 12 | 5 | 20 | -6 | 12 | 13 | 10
CCC(C)(C(=O)NC1CCCC1)N(C(=O)c1cnccn1)c1ccccc1 (stereo not drawn) | -8 | -5 | -13 | 16 | 19 | -18 | -8 | 0 | -37 | -7 | -5
Cc1cc(NC(=O)c2cnn3c(C(F)(F)F)cc(-c4ccc(Br)cc4)nc23)no1 | 4 | -42 | 3 | -31 | -31 | 22 | 22 | -6 | 7 | -13 | -37
Cc1cc2c3c([nH]c2cc1S(=O)(=O)N1CCC2(CC1)OCCO2)CC(C)(C)CC3=O | 14 | -15 | 1 | -6 | -10 | 6 | 1 | -22 | 9 | -3 | 7
Cc1ccccc1NC(=O)NCCN1C(=O)C2C3C=CC(C3)C2C1=O (stereo not drawn) | -3 | 0 | 4 | -6 | -8 | -3 | -1 | -1 | -17 | -1 | -12
CCc1ccc(C(O)c2ncc(-c3ccc(C)cc3)[nH]2)cc1 (stereo not drawn) | -15 | -26 | 3 | -25 | -12 | 2 | · | -8 | -16 | -20 | -6
CC1CCN(c2oc(-c3ccccc3Cl)nc2C#N)CC1 | -82 | -32 | -12 | -5 | -82 | -14 | -36 | 5 | -38 | -97 | 14

(further entries)
SMILES | SRC3 inh | TROY signal inh | KKLEB cytotox | TWEAK Fn14 block | LRH-1 inv ag | NR2F2 inh | LMP1 NFkB inh | TRAIL sens C8 | SRC2 inh | SRC1 inh | CF NFkB inh
CC(=O)c1c(C)nc(-c2ccc(Cl)cc2)nc1N | -93 | -32 | -10 | -6 | -129 | -34 | -48 | 8 | -84 | -139 | 3
O=C(O)CCCC(=O)Nc1ccc(Cl)c(Cl)c1 | 2 | -4 | 9 | -1 | -17 | 2 | 0 | -8 | -12 | -6 | -10
COc1ccc(CCNC(=O)CCc2ccc(S(=O)(=O)NCC(C)C)cc2)cc1 | 10 | 6 | -2 | 0 | 2 | -3 | 0 | 0 | -6 | -24 | 7
CCC(=O)c1ccc(OCC(=O)Nc2nc(C)cs2)cc1 | -73 | -43 | 12 | -2 | -48 | -19 | -3 | 8 | -23 | -46 | 4
O=C(CN1CCC(NC(=O)Cc2ccccc2)CC1)Nc1cccc2ccccc12 | 7 | 18 | 3 | -4 | -2 | -6 | -21 | 8 | -14 | -5 | -18
O=C(Nc1ccccc1)OC[C@@H]1C=CS(=O)(=O)N1Cc1ccc(Br)cc1 | 4 | -11 | 1 | 10 | 1 | -2 | · | -10 | 20 | 4 | 6
CCOC(=O)c1c(S(=O)(=O)NCC(=O)Nc2ccccc2F)c(C)n(C)c1C | 11 | 15 | 11 | -1 | -5 | 15 | 13 | -13 | -12 | -4 | -10
CN(C)S(=O)(=O)c1cccc(NC(=S)NCCc2ccccn2)c1 | 9 | -9 | -10 | 11 | 9 | 11 | 6 | 7 | -8 | 13 | 0
O=C(COc1ccc(C(=S)N2CCCC2)cc1)Nc1ccccc1C(F)(F)F | 8 | 12 | 11 | 2 | 5 | 8 | -3 | -9 | -10 | 4 | -14
CC1Cc2ccccc2N1CC(=O)NC(=O)NCc1ccccc1 (stereo not drawn) | 10 | 12 | 5 | 3 | 4 | 4 | -21 | 0 | -31 | 9 | -8
CCOc1ccccc1C(C(=O)NC1CCCC1)N(Cc1ccco1)C(=O)CNC(=O)c1ccco1 (stereo not drawn) | 2 | 6 | -21 | 7 | -13 | -28 | -5 | -7 | 18 | -10 | 11
COC(=O)CSc1ccc2nnc(CCNS(=O)(=O)c3ccc(C)cc3)n2n1 | 18 | -6 | 5 | 1 | 3 | 7 | 6 | 1 | 17 | -2 | -4
CCN1C(=O)CS/C1=N\S(=O)(=O)c1ccc(Cl)cc1 | 12 | -1 | -10 | 3 | 17 | 7 | -18 | -2 | -9 | -8 | 6
C=CCN(CC=C)CCOc1cc(C)ccc1[N+](=O)[O-] | -10 | -14 | 4 | -9 | 2 | -6 | -5 | -2 | 8 | -26 | -19
COc1cc2c3c(c1)/C(=C1/SC(=S)NC1=O)C(=O)N3C(C)(C)C=C2C | -4 | 24 | -19 | 20 | 11 | 9 | 6 | 15 | -1 | -18 | 51*
Cc1nc2c(ccc3nc(NC(=O)c4ccc5c(c4)OCCO5)sc32)s1 | -86 | 31 | -53* | 16 | -121 | -50 | -53 | 80* | -31 | -85 | 14
COc1ccc(Cn2c(=O)[nH]c3cc(OC)c(OC)cc3c2=O)cc1 | 20 | 8 | 7 | -9 | -13 | 17 | 2 | 3 | -4 | 0 | -34
CCOc1ncccc1C(=O)Nc1ccc2c(c1)OCO2 | -10 | -26 | 0 | -10 | 2 | -4 | -4 | -2 | -19 | -8 | -28
CC1CCN(C2=C(NS(=O)(=O)c3ccc(Br)cc3)C(=O)c3ccccc3C2=O)CC1 | -24 | -35 | 0 | -5 | -56 | -19 | 2 | -2 | -10 | -64 | 29
CCO[C@@H]1OC(C(=O)N2CCN(Cc3ccccc3)CC2)=C[C@H](c2cn(C(C)=O)c3ccccc23)[C@H]1CCCO | -16 | -14 | -4 | 4 | -6 | 4 | -2 | 9 | -13 | 6 | 11
Cc1cc(C)cc(Nc2ccc([N+](=O)[O-])nc2[N+](=O)[O-])c1 | 14 | 10 | -8 | 20 | 1 | 8 | -4 | -14 | 2 | -10 | -20
COc1ccc(NS(=O)(=O)c2ccc(C)c(C(=O)NNC(=O)c3csc(N4CCOCC4)n3)c2)cc1 | 5 | 9 | -4 | -1 | 1 | -16 | -10 | 8 | -22 | -17 | 1
Cc1cc(C)n(-c2nnc(NC34CC5CC(CC(C5)C3)C4)nn2)n1 | -64 | -16 | -10 | -18 | -80 | -44 | -25 | 34 | -30 | -64 | 14
O=C(NCc1nnnn1-c1ccc(Cl)cc1)c1ccc([N+](=O)[O-])o1 | -18 | -4 | -22 | 34 | 24 | 0 | -16 | 13 | 13 | -1 | 26
CCOc1ccc(C(=O)NC(=S)Nc2cccc(NC(=O)c3ccco3)c2)cc1[N+](=O)[O-] | 10 | 17 | 3 | 16 | 0 | 9 | 3 | -16 | -7 | -2 | 10

Later entries.
SMILES | SRC3 inh | TROY signal inh | KKLEB cytotox | TWEAK Fn14 block | LRH-1 inv ag | NR2F2 inh | LMP1 NFkB inh | TRAIL sens C8 | SRC2 inh | SRC1 inh | CF NFkB inh
CCn1c(SCC(=O)Nc2ccccc2N2CCOCC2)nnc1-c1ccccc1O | 11 | -14 | 4 | 15 | -2 | 18 | 2 | 16 | 11 | -19 | -7
CC1CCCN(CC(=O)Nc2cc(S(=O)(=O)N3CCOCC3)ccc2N2CCCC2)C1 (stereo not drawn) | 13 | 6 | -3 | -4 | 11 | 7 | 1 | 3 | -1 | 1 | 6
CCOP(=O)(OCC)C(Nc1ccc(F)cc1)c1ccccc1 (stereo not drawn) | -1 | -3 | 5 | -2 | 1 | -12 | 2 | 14 | 0 | -7 | 17
COc1cccc(CNC(=O)c2cccc(NC3=NC4CS(=O)(=O)CC4S3)c2)c1 (stereo not drawn) | 5 | -7 | 14 | -8 | -11 | 7 | -1 | 0 | 6 | -21 | -19
O=C(COc1ccccc1)c1ccccc1 | -45 | -70 | -4 | -17 | 10 | -13 | -8 | 0 | -60 | -33 | -7
COc1ccc(N2CCN(C(=O)COCc3cc(-c4ccc5c(c4)OCO5)on3)CC2)cc1 | 15 | -20 | 4 | 9 | -2 | 13 | -5 | -5 | -33 | -5 | -22

Quoted from the listing.
CCOP(=O)(OCC)C(Nc1ccc(F)cc1)c1ccccc1 (stereo not drawn) | LRH-1 inv ag = 1
O=C(COc1ccccc1)c1ccccc1 | LMP1 NFkB inh = -8
